# Assay outcomes deposited in PubChem BioAssay by National Center for Advancing Translational Sciences (NCATS).
# TDP1 inh: qHTS Assay for Inhibitors of Tyrosyl-DNA Phosphodiesterase (TDP1); recombinant TDP1, AlphaScreen DNA substrate cleavage; Potency, µM (top dose mostly 130 µM), without a hit: at the top dose activity change, negative = inhibition, most hits filed as inhibitors; 350,000 compounds, 0.28% hits; Tyrosyl-DNA phosphodiesterase 1 (Homo sapiens), Q9NUW8; also: nearly all actives have a fitted effect of over 40% in size
# Target sequence (Q9NUW8 whole entry, looked up): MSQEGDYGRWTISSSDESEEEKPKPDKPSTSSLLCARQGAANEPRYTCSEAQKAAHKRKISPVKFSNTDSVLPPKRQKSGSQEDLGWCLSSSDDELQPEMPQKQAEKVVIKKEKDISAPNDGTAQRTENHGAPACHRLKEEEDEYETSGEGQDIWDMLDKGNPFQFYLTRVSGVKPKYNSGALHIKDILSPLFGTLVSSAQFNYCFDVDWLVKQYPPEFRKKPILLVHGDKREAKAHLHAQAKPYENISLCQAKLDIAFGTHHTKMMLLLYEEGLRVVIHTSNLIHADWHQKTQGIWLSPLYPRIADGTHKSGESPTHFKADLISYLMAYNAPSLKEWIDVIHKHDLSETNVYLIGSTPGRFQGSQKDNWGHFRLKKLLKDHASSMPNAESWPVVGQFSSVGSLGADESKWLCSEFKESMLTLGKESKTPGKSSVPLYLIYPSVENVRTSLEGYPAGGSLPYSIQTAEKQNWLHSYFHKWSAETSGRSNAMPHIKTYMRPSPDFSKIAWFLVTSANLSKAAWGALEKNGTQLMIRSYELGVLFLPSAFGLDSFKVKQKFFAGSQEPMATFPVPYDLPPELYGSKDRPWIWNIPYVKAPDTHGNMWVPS
#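 Signal: AlphaScreen proximity between streptavidin donor and anti-FITC acceptor beads on intact substrate. Reaction: Tdp1 1 nM, substrate 15 nM final, 5 min RT after 15 min compound preincubation.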
# N370S GC mod: qHTS Assay for Inhibitors and Activators of N370S glucocerebrosidase as a Potential Chaperone Treatment of Gaucher Disease; Potency, µM (titrated, usually from 59.4 µM), for inactives: top-dose activity change, negative = inhibition, actives largely listed as inhibitors; 330,000 compounds, 0.092% hits; N370S GC spleen homogenate, 4MU-glucoside fluorescence; Lysosomal acid glucosylceramidase (Homo sapiens), P04062;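 also: 0% = full enzyme activity and -100% = no enzyme basal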
# FEN1 inhibitor: qHTS Assay for the Inhibitors of Human Flap endonuclease 1 (FEN1). P39748. Recombinant FEN1 flap cleavage, fluorescence, 15 min. Potency, µM (series often up to 114 µM), for the others: top-dose activity change, negative = inhibition, most hits filed as inhibitors. 390,000 compounds, 0.35% hits. AID 588795, 2011; also: nearly all actives have a fitted effect of over 65% in size
# Target sequence (P39748 whole entry, looked up): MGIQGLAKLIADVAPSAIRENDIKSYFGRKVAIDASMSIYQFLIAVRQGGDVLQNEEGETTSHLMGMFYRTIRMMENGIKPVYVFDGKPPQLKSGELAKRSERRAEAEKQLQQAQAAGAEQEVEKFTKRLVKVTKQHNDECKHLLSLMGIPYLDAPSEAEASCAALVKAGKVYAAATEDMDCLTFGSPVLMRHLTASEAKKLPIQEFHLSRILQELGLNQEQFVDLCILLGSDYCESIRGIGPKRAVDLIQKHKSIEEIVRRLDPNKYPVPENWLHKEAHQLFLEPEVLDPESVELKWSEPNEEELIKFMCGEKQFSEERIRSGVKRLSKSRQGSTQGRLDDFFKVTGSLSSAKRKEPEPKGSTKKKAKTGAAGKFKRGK
#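 Concentration–response screening of FEN1 (10 nM): 15 min compound preincubation at room temperature, reaction started with 50 nM substrate and read at 0 and 15 min. Corrected, normalized data were fitted by a four-parameter Hill equation.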
# * = called active by the depositor; ? = inconclusive; / = not tested or not shown; & = joins results of further samples; [ ] = another dose, or the depositor's remark. Calls follow the shape of the dose curve; as a rule, active = well fitted curve in the direction sought with a large enough effect; inconclusive = small, poorly fitted or top-dose-only effect, or another doubt; inactive = no such curve, though single readings can be large; an effect the other way counts as inactive or inconclusive. Unless noted, % is scaled to controls: 0 for no effect and ±100 for the full control effect; potency is read from the fitted curve at half-maximal effect. Rows were taken by chance. About 0.53% of those tested had a hit in this group.
smiles | N370S GC mod | TDP1 inh | FEN1 inhibitor
Cc1cccc(-n2c3nc(=O)[nH]c(=O)c-3cc3c(Cl)cccc32)c1C | / | -4%[12.3 µM] | -2%
CCC(C(=O)OC)n1nnc2sc(-c3ccccc3)cc2c1=O (stereo not drawn) | / | -2% | -6%
Cc1ccc(NC2=NCC(=O)N2C2CCCC2)cc1 | 3% | -2% | -11%
C/C(CC(=O)Nc1ccc([N+](=O)[O-])cc1)=N\NC(=O)c1ccccc1O | -13% | / | -1%
CCCCNc1c(-c2ccc(SC(C)CC)c(OC)c2)nc2ccc(Cl)cn12 (stereo not drawn) | / | 2% | -11%
COc1ccc(N2CCN(C(=O)COc3ccc4ccccc4c3)CC2)cc1 | 6% | 1% | 9%
CNC(=O)c1[nH]cnc1C(=O)N[C@@H](Cc1ccccc1)C(=O)OC(C)(C)C | -17% | 8% | 13%
COC(=O)c1ccc(N=Nc2ccccc2)cc1 | -14% | 9% | 1%
CC1Cc2cc(/C(O)=C3/C(=O)C(=O)N(CCCn4ccnc4)C3c3cccc([N+](=O)[O-])c3)ccc2O1 (stereo not drawn) | -8% | 5% | 17%
O=C(C1CCN(S(=O)(=O)c2ccc3c(c2)OCCO3)CC1)N1CCc2ccccc21 | -29% | 5% | -13%
COc1cc2c(cc1NS(=O)(=O)N1CCCC1)oc1ccccc12 | ? | 2% | -3%
Cc1cc(C(=O)COC(=O)Cn2c(C(F)(F)F)nc3ccccc32)c(C)n1Cc1ccco1 | 2% | 2% | 6%
NC(c1ccccc1)c1cccnc1 (stereo not drawn) | -13% | / | 0%
O=C(Cn1ncc2c3ccccc3n(Cc3ccccc3)c2c1=O)N1CCCCCC1 | / | 5% | 4%
Cc1cccc(C(=O)OCC(=O)c2csc(N3CCCCC3)n2)c1[N+](=O)[O-] | / | -4% | -10%
O=C(Nc1ccccc1Cl)C1CC(=O)n2c(nc3ccccc32)N1 (stereo not drawn) | 1% | 1% | /
Cc1ccc(S(=O)(=O)NCCC(C)C)cc1[N+](=O)[O-] | 18% | -3% | -16%
CCO[C@@H]1OC(C(=O)N2CCN(Cc3ccc4c(c3)OCO4)CC2)=C[C@H](C2CC2)[C@H]1CCCO | -11% | 3% | 1%
CCN(CC)c1ccc2cc(-c3nc(-c4ccccc4)no3)c(=O)oc2c1 | / | -5% | -14%
Cn1nc(C(=O)N2CCN(c3ccccc3F)CC2)c2c1-c1ccccc1S(=O)(=O)C2 | -1% | 2%&3% | -17%&5%
CCc1ccc(CN(Cc2ccco2)C(=O)c2ccccc2Cl)cc1 | / | 7% | -3%
CC(C)n1c(CSCc2ccc(Cl)cc2Cl)n[nH]c1=S | 10% | 5% | 5%
COc1cc(/C=C/c2nc(N)nc(-c3ccccc3O)n2)cc(OC)c1OC | -4% | 3% | -2%
Cc1ccc(-n2ncc(C#N)c2N)cc1 | -6% | / | -2%
Cc1cccn2c(=O)c3cc(C(=O)N4c5ccccc5CC4C)n(C)c3nc12 (stereo not drawn) | 5% | 2% | 6%
O=C1CC(Sc2ncccn2)C(=O)N1c1ccccc1C(F)(F)F (stereo not drawn) | 6% | 4% | 1%
Cc1c(OCc2ccc(C(=O)O)cc2)ccc2c(-c3ccccc3)cc(=O)oc12 | -4% | / | -2%
Cc1ccc(C)c(OCCC(=O)OCC(=O)NC2CCS(=O)(=O)C2)c1 (stereo not drawn) | 0% | 1% | -2%
N#CCc1ccc(Oc2ncccn2)cc1 | -12% | / | -5%
O=C(CSCCO)Nc1cccc2ccccc12 | 1% | 4% | -4%
CCN(C(=O)CSc1nc2ccccc2c(=O)n1CCOC)C1CCS(=O)(=O)C1 (stereo not drawn) | 17% | 2% | 4%
Cc1cc(NC(=O)CCC(=O)N(c2ccccc2)C(C(=O)NC2CCCC2)c2ccncc2)no1 (stereo not drawn) | -4% | 0% | 5%
C=C(C)COc1ccc(-c2ncncc2-c2ccc(Cl)cc2)c(O)c1 | -2% | / | -29%
O=C(N/N=C/c1c(Cl)cccc1Cl)c1ccc(-n2cnnn2)cc1 | / | 56µM* | 16%
COc1ccc(OC)c(NC(=O)C2CCN(S(=O)(=O)c3c(C)noc3C)CC2)c1 | 22% | -1% | -4%
COc1ccc(OCC(O)Cn2ccnc2C)cc1 (stereo not drawn) | -9% | 0% | 4%
CCOc1ccccc1CNC(=O)c1cn(-c2ccc(OC)cc2)c(=O)c2ccccc12 | / | 10% | -3%
CCCn1c(SCC(O)c2cccc(OC)c2)nc2ccccc21 (stereo not drawn) | / | 0% | -14%
Cc1ccc(CNC(=O)c2ccc(NC(=O)c3nsc4ccccc34)cc2)cc1 | / | 0% | 15%
CCOc1ccc(C2CC(=O)NC(SC)=C2C#N)cc1 (stereo not drawn) | -4% | 2% | -5%
C=CCNC(=O)COc1ccc(N(C)S(=O)(=O)c2ccc(NC(C)=O)cc2)cc1 | -1% | 3% | 10%
CCn1ccnc1CN1CCC(n2nccc2NC(=O)CCc2ccccc2)CC1 | -3% | 1% | 3%
CS(=O)(=O)N1CCN(c2ccc(NC(=S)NC(=O)c3ccc4c(c3)OCO4)cc2)CC1 | -2% | -4% | 14%
CCCN1CCN(CCNC(=O)Nc2ccc(OC)c(OC)c2)CC1 | / | 7% | 1%
Cc1c(N2C(=O)CSC2c2ccco2)c(=O)n(-c2ccccc2)n1C (stereo not drawn) | -4% | / | -4%
COc1cccc(CN(C(=O)/C=C/c2ccco2)C2CCS(=O)(=O)C2)c1 (stereo not drawn) | -6% | 5% | -3%
Cc1nccn1CC1CCc2c(c3ccccc3n2C)C1=O (stereo not drawn) | 19% | / | -14%&17%
COCCNC(=O)c1cc2c(-c3ccccc3F)nn(C)c2s1 | -12% | 4% | -10%
CCC(C)(C)n1nnnc1C(c1ccc2ncccc2c1)N1CCN(c2ccc(O)cc2)CC1 (stereo not drawn) | ? | / | -4%
COc1ccc(-n2c(NCCN(C)C)nc3sc4c(c3c2=O)CCCCC4)cc1 | -13% | 5% | -9%
Cc1cccc(-n2c(N)cc(=O)nc2SCC(=O)NC2CCCCC2)c1 | -14% | -2% | 10%
CCOC(=O)c1ccccc1NC(=O)COC(=O)Cc1ccccc1F | ? | 0% | -14%
NC(=O)NC(=O)CC1S/C(=N/N=C/c2ccccc2)NC1=O (stereo not drawn) | 1% | -2% | -9%
CCC(C(=O)OC)n1cnc2c(nnn2-c2ccccc2)c1=O (stereo not drawn) | -1% | / | 14%
O=C(CSc1ccccn1)N1CCN(S(=O)(=O)c2ccc(Cl)cc2)CC1 | -18% | -5% | 8%
CCOc1ccc(Nc2cc(C)nc3nc(C)nn23)cc1 | 3% | 1% | -11%
O=C(CSc1nc2cc(S(=O)(=O)N3CCOCC3)ccc2o1)Nc1c(F)cccc1F | -7% | -10% | 7%
O=C1NN(c2ccc(Cl)c(Cl)c2)C(=O)/C1=C/c1cccc(OC(=O)c2cccs2)c1 | 7% | 6% | /
COc1ccc(C)cc1NC(=O)C1CCN(S(=O)(=O)c2c(C)noc2C)CC1 | -6% | -1% | 0%
CC(C)(CO)CNC(=O)CCc1nnc(CCCc2ccccc2)o1 | -2% | 0% | -2%

# Structures listed above that bear a hit mark in TDP1 inh:
canonical_smiles | N370S GC mod | TDP1 inh
O=C(N/N=C/c1c(Cl)cccc1Cl)c1ccc(-n2cnnn2)cc1 | / | 56µM*

# Some of these compounds in order of molar mass, low to high.
smiles | N370S GC mod | TDP1 inh | FEN1 inhibitor
CCc1ccc(CN(Cc2ccco2)C(=O)c2ccccc2Cl)cc1 | / | 7% | -3%
COc1ccc(C)cc1NC(=O)C1CCN(S(=O)(=O)c2c(C)noc2C)CC1 | -6% | -1% | 0%
O=C(CSc1ccccn1)N1CCN(S(=O)(=O)c2ccc(Cl)cc2)CC1 | -18% | -5% | 8%

# The list continues.
smiles | N370S GC mod | TDP1 inh | FEN1 inhibitor
O=C(Nc1cccc(S(=O)(=O)N2CCCCC2)c1)C1CC(=O)N(Cc2ccco2)C1 (stereo not drawn) | -9% | 6% | -10%
Cn1c2ccc(F)cc2c2ncn(CC3CCCO3)c(=O)c21 (stereo not drawn) | 6% | -3% | -1%
C=CCn1c(C)c(C(C)=O)c(N2CCN(C(c3ccccc3)c3ccccc3)CC2)nc1=S | -2% | 2% | -3%
Cc1cc(C)c(C)c(S(=O)(=O)N2CCN(c3ncnc4sc(C)c(C)c34)CC2)c1C | -1% | 2% | 5%
Cc1nn(C)c(C)c1CCC(=O)N1CCCC(C(=O)c2cccc(OC(C)C)c2)C1 (stereo not drawn) | 3% | 3% | 3%
S=c1nccc(-c2cc(Cl)sc2Cl)[nH]1 | 7% | 5% | -9%
O=C(NC1CC1)c1ccc2nc(-c3ccco3)c(-c3ccco3)nc2c1 | / | ? | 11µM*
COc1ccc(C(NC(=O)c2cccnc2)c2cc(Cl)c3cccnc3c2O)cc1OC (stereo not drawn) | 10% | 8% | 3%
Cn1cccc1/C=N/NC(=O)c1cc2ccccc2cc1O | -1% | 1% | -7%
CNS(=O)(=O)c1ccc(N2CCCC2)c([N+](=O)[O-])c1 | -8% | 3% | -2%
O=C(O)C(=O)Nc1nc(-c2ccc3c(c2)OCCO3)cs1 | -10% | -2% | -7%
COc1ccc(OCCCC(=O)N(CCC2=CCCCC2)c2c(N)n(Cc3ccccc3)c(=O)[nH]c2=O)cc1 | -7% | / | -1%
O=C(CNC(=O)c1cccc(Cl)c1)Nc1ccc(F)c(F)c1F | -7% | / | -11%
COc1ccc(C2CC(O)(c3ccccc3)Oc3c(C)ccc(C(C)C)c32)cc1 (stereo not drawn) | -7% | 12% | ?
CCO[C@H]1OC(C(=O)NCc2ccccc2)=C[C@@H](C)[C@@H]1CCCO | 1% | 3% | -1%
CCOc1ccccc1NC(=O)c1csc(C)c1C | -1% | -1%[56.1 µM] | 8%
CCO[C@@H]1OC(C(=O)O)=C[C@H](C2CCCCC2)[C@H]1CCCO | -28% | 5% | 0%
Cn1nnnc1SCC(=O)Nc1nn(-c2ccccc2)nc1C(N)=O | 11% | 5% | -1%
COc1ccc(NC(=O)CSc2nnc(-c3ccccc3C)n2N)cc1OC | 1% | 6% | -1%
COc1cc(C#Cc2c(-c3cncn3C)n(C)c3ccc(-c4cnc(OC)nc4)cc23)cc(OC)c1 | / | 3% | -25%

# Quoted from the listing:
# O=C(CNC(=O)c1cccc(Cl)c1)Nc1ccc(F)c(F)c1F – FEN1 inhibitor = -11%
# Cn1nnnc1SCC(=O)Nc1nn(-c2ccccc2)nc1C(N)=O – TDP1 inh = 5%
# CCO[C@H]1OC(C(=O)NCc2ccccc2)=C[C@@H](C)[C@@H]1CCCO – TDP1 inh = 3%

# (more compounds)
smiles | N370S GC mod | TDP1 inh | FEN1 inhibitor
O=C(NCc1cccnc1)Nc1cccc(Cl)c1Cl | -16% | 0%[56.1 µM] | -11%
COc1ccc(OCc2nnc(SCC(=O)N3CCCCC3)o2)cc1 | -5% | -11% | -6%
O=C(NCCCN1CCOCC1)/C(=C/c1ccco1)NC(=O)c1ccccc1 | -24% | / | 1%
O=C(NC1CCCCCCC1)C1CCN(c2nc3ccccc3o2)CC1 | 9% | 3% | -3%
O=[N+]([O-])c1cccc(/C=N/Nc2nc(N3CCOCC3)nc(N3CCOCC3)n2)c1 | 3% | 8% | -5%
Cc1c(NS(=O)(=O)c2cccc(C(=O)N3CCC(C(N)=O)CC3)c2)c(=O)n(-c2ccccc2)n1C | / | 0% | 12%
O=C(NCCC1=CCCCC1)C1CCN(S(=O)(=O)N2CCOCC2)CC1 | -13% | 0% | -3%
Cc1ccc(Sc2ncnc3onc(C)c23)c(C)c1 | 5% | -5% | 5%
COC(=O)[C@H](CCSC)NC(=O)Nc1ccc(C(C)C)cc1 | 7% | 12% | 6%
Cc1c(NC(=O)/C=C/c2cn(-c3ccccc3)nc2-c2ccc(F)cc2)c(=O)n(-c2ccccc2)n1C | -17% | -2% | ?
CCOC(=O)c1c(C)[nH]c(N=Nc2ccc(C)cc2C)c1C | -2% | 12% | -13%
O=C(Cn1c(-c2cccs2)cc2cc(Cl)ccc21)N1CCN(c2ccccc2)CC1 | / | 2% | 11%
Cc1noc(C)c1COc1ccc(C(=O)N2CCC(C(N)=O)CC2)cc1 | / | 0% | -4%
CCOc1ccc(CC(=O)Nc2ccc3c(c2)N(C)C(=O)c2ccccc2S3)cc1OCC | / | -1% | -2%
O=C(COc1ccc(C(=O)Nc2ccc(Cl)cc2)cc1)NCc1ccccc1 | -2% | 3% | 2%
CCN(CC)CCNc1nc(-c2ccc(OC(F)F)cc2)c(C)s1 | -7% | 3% | -9%
O=C(O)CSCC(=O)NCc1c(Cl)cccc1Oc1ccccc1 | -3% | 4% | -16%
COc1ccc(NC(=O)CN(C)C(=O)c2cc(C3CC3)nn2-c2ccccc2)cc1 | / | 0%[56.1 µM] | 13%
O=C(CCCc1ccccc1)Nc1cccc([N+](=O)[O-])c1 | 12% | / | -19%
